# MT stabilizer = microtubule stabilizers in HeLa cells, primary screen, imaging, high-content imaging; HeLa tubulin immunostaining HCS, 24 h; share of cells brighter than vehicle mean+2SD; % tubulin-high responders, % at 10 µM; hit rate 0.83% among 200,000;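 active means plate Z-score above 3 for both tubulin-high and condensed-nucleus cell shares, with cell loss under 80%, at 10 µM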;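 further: anti alpha tubulin signal scored within the nucleus-defined area of each cell; some results filed as inactive read as strong as hits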
# M17LAP inhibition = P. falciparum M17LAP inhibitors, primary screen, biochemical, fluorogenic H-Leu-NHMec substrate, 1536-well (AID 1619) | recombinant M17LAP, H-Leu-NHMec fluorogenic kinetic assay; higher % means a stronger effect | one-dose inhibition, % at 30 µM; IC50 in µM for titrated hits | Leucine aminopeptidase (Plasmodium falciparum (isolate 3D7)) | hit rate 0.38% among 220,000;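 active means compound inhibiting the enzyme by more than half at any dose during confirmatory dose-response retesting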;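 further: plate controls were full reaction with DMSO carrier for no effect and no enzyme background for full effect; strong numbers were not always called active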
# Dynein transport = inhibitors of GR-EGFP nuclear translocation, primary screen, dynein cargo transport inhibitor project, imaging, high-content, 3617.4 mouse cells | hit rate 0.47% among 220,000 | test concentration mostly 20 µM; stimulated with dexamethasone, 1 µM; hits give low values | AID 1381, 2008 | z-score, hits read low;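 active means plate z-score of nuclear minus cytoplasmic receptor signal below a set negative limit, without overly bright fluorescence or cell loss, cut at about -3.5 in these data, passing the limit was not always enough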;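 further: z-score of nuclear minus cytoplasmic ring GR-EGFP intensity difference per well; some compounds called inactive have numbers as strong as hits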
#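 Also added – dexamethasone, 1.0 µM final · Buffer or medium – tet-free, stripped-serum medium · Schedule – induction 48 h, compound 1 h, agonist 30 min · Detection – formaldehyde fixation, Hoechst nuclear stain, 10x automated fluorescence imaging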
# Insulin prom up = insulin promoter activators in MIN6 cells, imaging, high-content screening, mouse beta cells | MIN6 insulin promoter-GFP reporter; hits give high values | z-score at 5 µM | hit rate 0.3% among 190,000 | AID 1625, 2009;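 active means z-score above 3 at 5 µM with at least 500 cells counted in the well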
# Autophagy mod = autophagy modulators in MEF cells, primary screen, imaging, high-content, MEF GFP-LC3 | MEF GFP-LC3 puncta imaging; test concentration mostly 10 µM | AID 463193, 2010 | calls only at 10 µM (by protocol) | hit rate 0.98% among 190,000;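 active means percentage of spot-positive cells more than 3 SD above its plate mean, without a fluorescence outlier flag or 80% toxicity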;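 further: spot-positive cell cutoff set from DMSO-treated cells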
# Hep lipid drop = inhibitors of hepatocyte lipid droplet formation, primary screen, imaging, high-throughput imaging, BODIPY stain; AML12 mouse hepatocytes, oleate lipid droplets; AID 1656, 2009; inhibition, % at 6.5 µM; hit rate 0.4% among 240,000;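 active means lipid droplet intensity inhibited by at least 50%, with more than 500 cells counted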
#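 Material: mouse AML12 hepatocyte cell line, fixed after treatment; Timing: compound with oleate, overnight; Technique: high-content imaging of BODIPY-stained droplets and DAPI nuclei; Probe or stimulus: oleate, 100 µM final; Dosing: compound at 6.5 µM only.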
# Yfh1-off respiration = enhancers of respiration in Yfh1-depleted yeast, dose response, Friedreich's ataxia, plus single-dose screen (AID 1465); S. cerevisiae Yfh1-off respiration, WST-1 reduction, 72 h; higher fold induction means a stronger effect; fold induction at 50 µM; hits with a dose series show EC50 in µM; hit rate 0.074% among 220,000;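 active means fold induction of absorbance versus untreated yeast above a set limit, then at least 30% activation at any dose in follow-up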;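 further: activators that raise dye reduction in frataxin-depleted yeast; strong numbers were not always called active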
# P. falciparum M1AAP = P. falciparum M1AAP inhibitors, biochemical, fluorogenic H-Leu-NHMec substrate, 1536-well (AID 1445). Aminopeptidase N (Plasmodium falciparum (isolate 3D7)). recombinant M1AAP, H-Leu-NHMec fluorogenic kinetic assay; higher % means a stronger effect. inhibition, % at 30 µM; hits with a dose series show IC50 in µM. hit rate 0.42% among 220,000;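 active means primary inhibition above the hit cutoff, then over 50% inhibition at one or more dose response concentrations, cut at about 23% in these data, passing the limit was not always enough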;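 further: plate controls were DMSO full reaction for no effect and no enzyme background for full effect; strong numbers were not always called active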
# CSM14.1 death rescue = rescue of cells from ER stress-induced death, primary screen, 384-well, CSM14.1, thapsigargin, ATP luminescence (AID 1222); CSM14.1 thapsigargin-induced death rescue, ATP luminescence; higher % means a stronger effect; cellular ATP content (survival), % at 20 µM, or EC50 in µM where a hit was titrated; 190,000 tested, under 10 active;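 active means EC50 below 50 µM in the dose-response confirmation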;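 further: death triggered by thapsigargin at about 15 µM added after 2 h compound pretreatment; cell ATP read after overnight thapsigargin exposure of roughly 18 to 22 hours; normalized against plate controls of thapsigargin alone and 5% DMSO vehicle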
# Dynein transport cytoplasmic EGFP = recorded beside Dynein transport, whose call it bears; z-score; measured here: cytoplasmic GR-EGFP intensity; hits give high values
# Dynein transport nuclear GR-EGFP = also measured in Dynein transport; calls as there; z-score; measured here: nuclear GR-EGFP intensity;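 lower value marks the stronger effect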
# Dynein transport cell count = also measured in Dynein transport; calls as there; z-score; measured here: cell count per field
# Insulin prom up cell count = recorded beside Insulin prom up, whose call it bears; cell count; measured here: cytotoxicity, nuclei count;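 total cells summed across four imaged fields per well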
# Hep lipid drop cells 6.5 µM = second read-out of Hep lipid drop, no call of its own (marks repeat the call); cell count; measured here: cell count, cytotoxicity flag;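 cells counted across two imaged fields per well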
# MT stabilizer Hoechst-high % = further read-out of MT stabilizer, marked with its call; % Hoechst-high responders; measured here: nuclear condensation Hoechst responders;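 share of cells brighter than vehicle mean plus two SD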
# MT stabilizer cytotoxicity % = second read-out of MT stabilizer, no call of its own (marks repeat the call); toxicity, %; measured here: cytotoxicity by cell density;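 0% = mean cell density of plate MIN control wells and 100% = no cells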
# Autophagy mod cell loss 18 h = second read-out of Autophagy mod, no call of its own (marks repeat the call); toxicity, %; measured here: cell loss, nuclei count;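 cell loss after 18 h compound exposure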
# * marks the source's active call; other numbers are inactive results; i = inactive; . = not tested or not shown.
SMILES,MT stabilizer,MT stabilizer Hoechst-high %,MT stabilizer cytotoxicity %,M17LAP inhibition,Dynein transport,Dynein transport cytoplasmic EGFP,Dynein transport nuclear GR-EGFP,Dynein transport cell count,Insulin prom up,Insulin prom up cell count,Autophagy mod,Autophagy mod cell loss 18 h,Hep lipid drop,Hep lipid drop cells 6.5 µM,Yfh1-off respiration,P. falciparum M1AAP,CSM14.1 death rescue
O=C(NC1CC2CCCC(C1)N2C(=O)NC1CCCCC1)c1ccccc1 (centres undefined),1.6,0.6,4.6,-1.5%,-0.216,-0.145,-0.182,1.09,0.82,893,i,1.2,1.0,720,i,3.7%,-3.2%
CC(=O)CS(=O)(=O)c1ccc(Oc2ccc(S(=O)(=O)CC(C)=O)cc2)cc1,3.3,2.4,5.6,1.4%,1.13,-0.265,0.712,0.712,.,.,i,0.1,-5.7,754,i,5.2%,-2.7%
CCCN(CCC)C(=O)CC(c1ccccc1)c1ccco1 (centres undefined),.,.,.,4.5%,-1.4,1.23,-0.518,0.685,-0.03,1039,.,.,-13.8,661,i,7.2%,.
CCOCCn1c(SCC(=O)OCc2ccccc2)nc2c1c(=O)[nH]c(=O)n2C,.,.,.,4.1%,-0.985,-0.684,-0.262,0.383,-0.69,935,.,.,-3.7,667,i,0.8%,.
CC(C)C[C@@H]1NC(=O)[C@H](C(C)C)NC(=O)c2cc([N+](=O)[O-])cc(I)c2NCC[C@@H](C(N)=O)NC1=O,2.7,1.5,6.8,1.4%,0.533,-0.266,0.623,0.587,-5.69,610,i,7.7,-3.3,772,i,6.0%,-2.0%
COc1ccc(CCNC(=O)/C=C/C(=O)O)cc1,2.8,2.3,5.7,-3.9%,-0.0376,-0.215,-0.0457,0.442,0.34,1446,i,-14.1,-5.1,739,i,12.1%,0.9%
Cc1cc(NC(=O)C2CC(c3cccc(Br)c3)=NO2)no1 (centres undefined),1.8,2.5,5.0,11.3%,-0.443,-0.236,-0.00243,-0.19,1.29,1291,i,-2.1,24.8,693,i,14.9%,-3.3%
COc1ccc(C(=O)CC2SC(N)=NC2=O)cc1 (centres undefined),.,.,.,5.8%,-0.511,-0.743,-0.461,0.134,-0.53,1008,.,.,-6.2,682,i,1.5%,.
COc1cccc(N2C(=O)C(CC(=O)Nc3ccccc3)N(C3CCCCC3)C2=O)c1 (centres undefined),5.1,3.3,3.6,-1.3%,0.456,-0.117,0.106,0.384,-1.4,1408,i,-1.9,.,.,i,1.7%,-1.0%
Cc1cccc(C(=O)NC(=S)Nc2ccc(N3CCOCC3)cc2)c1,3.9,2.5,5.9,-7.9%,1.6,-0.247,0.278,-0.851,-0.39,1280,i,-4.7,2.1,672,i,13.0%,0.8%
COc1ccc(NC(=O)CSc2nnc(-c3ccccc3)n2Cc2ccco2)cc1OC,3.3,1.7,4.3,9.5%,-0.886,-0.186,-0.229,0.607,0.08,1273,i,4.6,.,.,i,5.5%,-1.6%
COc1ccc(OC)c(NC(=O)Cn2cc(C#N)c3ccccc32)c1,4.2,1.8,7.5,-16.1%,0.67,-0.224,-0.00451,-1.56,1.1,1124,i,5.5,-4.2,783,i,-0.8%,-1.4%
Cn1ccnc1SCC(=O)c1ccc([N+](=O)[O-])cc1,3.9,3.5,5.7,-0.2%,-0.667,-0.293,0.035,0.476,0,1512,i,9.1,7.6,719,i,3.1%,-0.4%
Cc1ccc(NC(=O)COC(=O)COc2ccc(Cl)cc2C)c([N+](=O)[O-])c1,4.1,3.2,5.3,-12.1%,-0.305,-0.218,0.468,0.0722,0.37,1276,i,-8.0,-0.4,669,i,4.9%,-1.3%
Cc1csc2c(N(C)CCO)ncnc12,.,.,.,5.5%,0.163,-0.259,0.0151,0.138,0.54,1413,.,.,-5.9,756,i,-2.8%,.
COc1cc(-n2c(C)nc3cc(C(=O)NCCN4CCOCC4)ccc32)cc(OC)c1OC,4.7,2.5,12.3,-1.6%,-1.03,-0.455,-0.533,0.547,0.03,1354,i,-21.1,.,.,i,-2.6%,-0.6%
Cn1nc(-c2ccccc2)c(-c2nc(-c3cccc(Cl)c3)no2)c1Cl,3.0,2.5,8.5,0.3%,0.96,-0.155,0.518,-0.471,.,.,i,-2.7,13.9,811,i,4.5%,-0.8%
CCOC(=O)NC1(NC2CCCCC2)Oc2ccccc2O1,2.5,2.2,6.8,-0.4%,-1.52,-0.195,-0.571,2.07,-0.96,1183,i,0.3,.,.,i,1.1%,0.9%
O=C(Nc1nc2ccc(S(=O)(=O)N3CCCC3)cc2s1)C1CCCO1 (centres undefined),2.5,2.8,7.4,-1.7%,-0.282,-0.171,-0.146,-0.337,-0.43,1331,i,-9.7,8.1,800,i,4.8%,3.7%
COc1ccc(C(=O)/C=C/C(=O)N(Cc2ccc3c(c2)OCO3)C(C(=O)NC2CCCCC2)c2ccncc2)c(O)c1 (centres undefined),2.9,3.3,9.2,1.9%,-0.246,-0.13,-0.519,0.284,.,.,i,-19.7,-26.6,496,i,-8.2%,2.3%
CCOC(=O)c1nc(Nc2ccc(N3CCC(C)CC3)cc2)c2ccccc2n1,4.3,1.7,12.1,3.4%,-0.863,-0.25,-0.206,0.519,-0.81,1212,i,-6.3,2.4,714,.,9.6%,-1.9%
CCOC(=O)c1sc2nc(C)cc(C)c2c1NC(=O)c1ccco1,3.9,1.8,4.0,4.8%,3.59,-0.0506,1.87,-1.93,0.56,1338,i,7.3,.,.,i,8.5%,3.5%
O=C(NCC(c1ccco1)N1CCCCC1)c1ccc(OCc2ccccc2)cc1 (centres undefined),3.1,2.4,8.2,9.1%,0.255,-0.267,0.0642,0.676,.,.,i,-13.6,0.0,707,i,8.5%,-1.8%
O=S(=O)(Nc1ccc(N2CCOCC2)cc1)c1ccc(F)cc1F,2.7,3.1,6.0,-0.1%,-0.702,-0.212,-0.735,0.634,0.99,1309,i,-13.6,13.5,681,i,-1.3%,3.9%
CNC(=S)Nc1ccc([N+](=O)[O-])cc1C,5.8,2.5,7.4,1.8%,-0.348,-0.279,0.553,-0.346,0.87,1578,i,7.8,18.9,769,i,0.9%,-0.6%
Cc1cc(-c2ccccc2)c2nncn2n1,1.8,0.5,15.3,-14.6%,-0.608,-0.248,0.327,0.187,0.24,1838,i,1.9,7.7,654,i,4.1%,-0.5%
CC(C)C1=CC(=NS(=O)(=O)c2cccc([N+](=O)[O-])c2)C=C(C(C)C)C1=O,2.3,1.6,8.2,-3.6%,0.284,-0.206,0.702,-0.449,0.13,1357,i,16.0,.,.,i,0.8%,-0.3%
CCOC(=O)C1=C(C)N(CC)C(=S)NC1c1ccc(Cl)cc1 (centres undefined),3.3,2.8,7.2,-3.2%,-0.62,-0.249,-0.473,0.173,0,1258,i,8.0,-49.6,595,i,6.4%,2.2%
CCOc1ccc(OCC)c(S(=O)(=O)N2CCCCC2C)c1 (centres undefined),2.6,2.2,9.2,4.1%,-0.236,-0.283,0.304,0.681,-0.37,966,i,2.2,.,.,i,5.0%,-1.7%
CCc1ccc(CN2C(=O)CCC2(C)C(=O)NC2CCCC2)cc1 (centres undefined),2.4,1.8,4.9,10.0%,-0.767,-0.203,-0.0911,0.258,0.68,1346,.,.,.,.,i,3.5%,-0.5%
CC(C)N(Cc1nc(-c2ccc(Cl)cc2)no1)C(=O)CN(C)S(=O)(=O)c1ccc(Cl)cc1,2.5,0.7,52.4,2.1%,-0.436,-0.247,0.117,0.135,-1.03,1296,i,7.2,2.6,766,i,-0.4%,-2.1%
CC(C)CNS(=O)(=O)c1ccccc1C(=O)N1CCCCC1,5.7,2.7,4.8,-5.0%,0.983,-0.306,1.08,-0.881,-0.41,1144,i,27.0,.,.,i,4.4%,-1.7%
CC1CCCCC1NC(=O)COC(=O)CNC(=O)c1cccc(F)c1 (centres undefined),3.8,8.0,1.9,1.0%,1.34,-0.225,1.24,-1.59,0.26,1249,i,-3.2,-6.2,666,i,0.6%,-1.2%
Cc1cccc(N2C(=O)CC(N3CCOCC3)C2=O)c1 (centres undefined),2.3,2.6,9.6,1.4%,1.66,-0.158,1.34,-0.42,-0.36,1228,i,-42.9,19.1,792,i,-1.6%,0.4%

# Structural class: those above containing a thiophene ring, fused or not.
SMILES,MT stabilizer,MT stabilizer Hoechst-high %,MT stabilizer cytotoxicity %,M17LAP inhibition,Dynein transport,Dynein transport cytoplasmic EGFP,Dynein transport nuclear GR-EGFP,Dynein transport cell count,Insulin prom up,Insulin prom up cell count,Autophagy mod,Autophagy mod cell loss 18 h,Hep lipid drop,Hep lipid drop cells 6.5 µM,Yfh1-off respiration,P. falciparum M1AAP,CSM14.1 death rescue
Cc1csc2c(N(C)CCO)ncnc12,.,.,.,5.5%,0.163,-0.259,0.0151,0.138,0.54,1413,.,.,-5.9,756,i,-2.8%,.
CCOC(=O)c1sc2nc(C)cc(C)c2c1NC(=O)c1ccco1,3.9,1.8,4.0,4.8%,3.59,-0.0506,1.87,-1.93,0.56,1338,i,7.3,.,.,i,8.5%,3.5%
